NIH3T3 tox: cytotoxic compounds in NIH 3T3 cells; NIH 3T3 viability, CellTiter-Glo ATP luminescence, 48-72 h; Potency, µM (series often up to 96.7 µM), for inactives: top-dose activity change, negative = cytotoxicity, most hits filed as inhibitors; 94,000 compounds, 4.3% hits; AID 1345082; also: potency is read from the fitted curve at half-maximal effect; nearly all actives have a fitted effect of over 55% in size
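NIH 3T3 cells at 400 cells/well received 23 nL of compound by pintool and were incubated 48 or 72 h at 37 °C. Viability was read as ATP-coupled CellTiter-Glo luminescence.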
IP6K1 inh: IP6K1 kinase inhibition. IP6K1 kinase, ADP-Glo luminescence, 2 h; active compounds read low. activity change, % (series mostly up to about 58 µM). 140,000 compounds, 0.81% hits; in the data active = activity change below about -25%
Target sequence (Q92551 whole entry, looked up): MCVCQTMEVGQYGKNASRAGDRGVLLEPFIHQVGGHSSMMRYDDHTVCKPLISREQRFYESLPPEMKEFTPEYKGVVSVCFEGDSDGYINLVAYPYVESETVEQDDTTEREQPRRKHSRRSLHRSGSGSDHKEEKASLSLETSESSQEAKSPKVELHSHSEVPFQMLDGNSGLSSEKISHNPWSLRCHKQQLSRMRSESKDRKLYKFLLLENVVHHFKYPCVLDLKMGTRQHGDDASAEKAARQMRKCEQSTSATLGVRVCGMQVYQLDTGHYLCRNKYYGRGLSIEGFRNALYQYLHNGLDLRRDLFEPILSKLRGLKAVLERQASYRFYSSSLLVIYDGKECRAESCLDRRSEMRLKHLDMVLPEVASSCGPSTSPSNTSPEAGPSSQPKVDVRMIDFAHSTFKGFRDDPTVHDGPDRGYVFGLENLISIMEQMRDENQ
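ADP-Glo luminescence measures ADP made by human IP6K1 during a 2 h RT reaction with ATP/IP6 (mix at 1.3 mM/130 uM); top library doses 57.5 and 19.1 uM final.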
SNCA expr inh: SNCA gene expression inhibition; HEK-293 SNCA-luciferase knock-in, luminescence, 24 h; Potency, µM (top dose mostly 57.2 µM), without a hit: at the top dose activity change, negative = inhibition, usual class: inhibitors; 140,000 compounds, 0.17% hits; AID 1671194;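 also: potency is read from the fitted curve at half-maximal effect; plate controls were DMSO cells for no effect and cell-free wells for full effect; nearly all actives have a fitted effect of over 45% in size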
GPT2 inh: blocks human glutamate pyruvate transaminase 2; Q8TD30; Recombinant GPT2, coupled pyruvate oxidase/HRP Amplex Red fluorescence; Potency, µM (highest dose often 57.7 µM), without a hit: at the top dose activity change, negative = inhibition, usual class: inhibitors; 100,000 compounds, 0.25% hits; AID 1671188; also: potency is read from the fitted curve at half-maximal effect; nearly all actives have a fitted effect of over 60% in size; many of its hits are not listed in these tables
Target sequence (Q8TD30 whole entry, looked up): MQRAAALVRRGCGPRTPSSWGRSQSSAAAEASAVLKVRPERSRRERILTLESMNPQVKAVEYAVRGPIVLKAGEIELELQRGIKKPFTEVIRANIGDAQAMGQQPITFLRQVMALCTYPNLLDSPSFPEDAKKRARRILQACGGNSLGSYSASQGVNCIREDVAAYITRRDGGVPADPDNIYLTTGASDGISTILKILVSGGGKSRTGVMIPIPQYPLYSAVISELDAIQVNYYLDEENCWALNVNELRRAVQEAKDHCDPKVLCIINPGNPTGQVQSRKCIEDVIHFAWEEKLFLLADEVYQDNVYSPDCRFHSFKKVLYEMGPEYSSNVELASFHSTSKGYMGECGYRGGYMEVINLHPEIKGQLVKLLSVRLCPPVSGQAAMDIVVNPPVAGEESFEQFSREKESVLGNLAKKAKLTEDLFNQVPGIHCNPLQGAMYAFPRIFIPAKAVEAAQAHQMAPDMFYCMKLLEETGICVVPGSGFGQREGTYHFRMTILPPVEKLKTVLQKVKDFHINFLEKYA
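Fluorescence of coupled pyruvate oxidase/HRP/Amplex Red system (50uM Amplex, 30 min, dark) reports pyruvate formed by GPT2. Enzyme reaction: 10ng/uL GPT2, 2mM L-alanine, 250uM a-KG, 30 min room temperature, pH 7.5; 50uM AOA control.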
HEK cytotox: kills HEK 293 cells; AID 1345083; HEK 293 viability, ATP luminescence (CellTiter-Glo), 48-72 h; Potency, µM (top dose mostly 115 µM), for inactives: at the highest dose activity change, negative = cytotoxicity, actives largely listed as inhibitors; 94,000 compounds, 6.6% hits; also: potency is read from the fitted curve at half-maximal effect; nearly all actives have a fitted effect of over 60% in size
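Cells seeded first (HEK 293, 250 cells/well), then compound added by pintool. Incubation ran 48 or 72 hr at 37 degree Celsius. CellTiter-Glo was added and luminescence imaged after 10 min at room temperature.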
FLuc inh: inhibitors of firefly (Photinus pyralis) luciferase | purified P. pyralis luciferase, luminescence, biochemical | Potency, µM (top dose mostly 115 µM), for the others: top-dose activity change, negative = inhibition, actives largely listed as inhibitors | AID 1347043 | P08659 | 76,000 compounds, 2.5% hits; also: potency is read from the fitted curve at half-maximal effect; nearly all actives have a fitted effect of over 65% in size
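Biochemical qHTS: compound (6-point titration) added to 10uM D-luciferin plus 10uM ATP in Tris acetate pH 7.5 buffer with Mg, Tween-20 and BSA, then purified enzyme at 10nM; light output imaged.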
SNCA viab count: cell viability loss counter-screen; HEK-293-SNCA-luc viability, GF-AFC fluorescence, 24 h; Potency, µM (titrated, usually from 57.1 µM), for inactives: top-dose activity change, negative = cytotoxicity, most hits filed as cytotoxic; 150,000 compounds, 0.12% hits; AID 1671193;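 also: potency is read from the fitted curve at half-maximal effect; 0% = DMSO-treated cells and -100% = medium-only wells without cells; nearly all actives have a fitted effect of over 30% in size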
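Cytotoxicity counterscreen: after 24 h compound treatment of genome-edited SNCA-luciferase HEK-293 cells, live-cell protease substrate GF-AFC read by fluorescence after 30 min; activity scaled between DMSO (0%) and medium-only (-100%), curves Hill-fitted.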
* hit, by the source's call; & = joins results of further samples; [ ] = remark or other dose. Unless noted, calls follow the shape of the dose curve; as a rule, active = well fitted curve in the direction sought with a large enough effect; inconclusive = small, poorly fitted or top-dose-only effect, or another doubt; inactive = no such curve, though single readings can be large; an effect the other way counts as inactive or inconclusive. Unless noted, % is scaled to controls: 0 for no effect and ±100 for the full control effect.

Screening COc1ccc(C)cc1NC(=O)c1ccc2c(c1)CCN2S(=O)(=O)c1ccc(Cl)cc1 returned IP6K1 inh -13.0, SNCA expr inh inconclusive and SNCA viab count 4.9%.
`CN1CC2(CCN(Cc3ccccc3C#N)CC2)CC(c2ccccc2)C1=O` (stereo not given) gave NIH3T3 tox -31.1%, IP6K1 inh -0.8, SNCA expr inh -24.1%, GPT2 inh 2.6%, HEK cytotox -19.3%, FLuc inh 6.2% and SNCA viab count 0.1%.
COc1ccc(-n2nc(C3CCN(C(=O)Cc4ccc(F)cc4)CC3)[nH]c2=O)cc1 was read as NIH3T3 tox -10.5%&-30.0%, IP6K1 inh 8.9&27.3, SNCA expr inh -26.3%&-17.9%, GPT2 inh inactive, HEK cytotox 3.3%&0.5%, FLuc inh 0.4%&-2.6% and SNCA viab count 3.9%&8.9%.
COc1cccc(-c2ccc(-c3noc(-c4ccccc4Br)n3)c(OC)n2)c1 was read as IP6K1 inh -14.5, SNCA expr inh -10.9% and SNCA viab count -6.9%.
`COc1cc2c(cc1OC)C(CNS(=O)(=O)c1ccc(C)cc1)N(C(=O)NC(C)(C)C)CC2` (stereo not given) gave NIH3T3 tox -26.8%, IP6K1 inh -12.2, SNCA expr inh -2.6%, GPT2 inh inactive, HEK cytotox inconclusive, FLuc inh 5.5% and SNCA viab count -9.1%.
NC(=O)c1cnc2n1CCN(C(=O)c1cccc(Oc3ncccn3)c1)C2 was read as NIH3T3 tox -19.1%, IP6K1 inh -3.9, SNCA expr inh 44.0%[activator], GPT2 inh 1.6%, HEK cytotox -19.4%, FLuc inh -2.0% and SNCA viab count 0.5%.
For O=C(NCC1CCC(=O)N(Cc2ccccc2)CC1)C1CCCCC1 (stereo not given) the results were NIH3T3 tox -11.2%, IP6K1 inh 11.5, SNCA expr inh 2.3%, GPT2 inh -4.0%, HEK cytotox inactive and SNCA viab count 3.0%.
Cc1nc2c(c(-c3ccc(O)cc3)n1)CN(C(=O)C1CC1)CCC2 was read as NIH3T3 tox inactive, IP6K1 inh -2.2, SNCA expr inh 23.4%[87.6 µM], GPT2 inh 4.3%[88.5 µM], HEK cytotox 0.6%[172 µM], FLuc inh 9.6%[172 µM] and SNCA viab count 3.4%[87.6 µM].
For CC(=O)Nc1ccc(S(=O)(=O)NCCc2cn3ccsc3n2)cc1 the results were IP6K1 inh 8.1, SNCA expr inh -3.3% and SNCA viab count -3.9%.
Screening Cc1sc2c(c1C)c(=O)n(Cc1ccccc1)c(=O)n2CC(=O)N(C)c1ccccc1 returned IP6K1 inh 21.7, SNCA expr inh -21.6% and SNCA viab count -10.6%.
`Cc1noc(-c2ccc(OC3CN(S(=O)(=O)c4c(C)noc4C)C3)cc2)n1` gave NIH3T3 tox -28.2%, IP6K1 inh 2.6, SNCA expr inh -19.7%, GPT2 inh inactive, HEK cytotox inconclusive, FLuc inh -2.7% and SNCA viab count -12.8%.
COc1ccc(CCC(=O)N2CCC3(CC2)CC(O)CCO3)cc1 (stereo not given) was read as NIH3T3 tox -10.3%, IP6K1 inh -7.2, SNCA expr inh 35.3%[activator], GPT2 inh -1.1%, HEK cytotox 9.2%, FLuc inh -13.2% and SNCA viab count -17.1%[12.5 µM].
`COc1cc(CN2CCc3nc(N4CCN(c5ccccc5F)CC4)ncc3C2)ccc1OC(C)C` gave IP6K1 inh 4.4, SNCA expr inh -11.9% and SNCA viab count 11.0%.
`COc1cc(NC(=O)CCCc2nnc3n(CC(C)C)c(=O)c4sccc4n23)cc(OC)c1` gave IP6K1 inh 37.7, SNCA expr inh -9.8% and SNCA viab count inconclusive.
For COc1cccc(Cn2c(CNS(=O)(=O)c3ccc4c(c3)CCCC4)nc3cccnc32)c1 the results were IP6K1 inh -12.9, SNCA expr inh -24.5% and SNCA viab count -16.1%.
`CC1CCN(C(=O)C(C)Sc2nc(-c3ccccc3)cc(C(F)(F)F)n2)CC1` (stereo not given) gave IP6K1 inh 12.2, SNCA expr inh inconclusive and SNCA viab count inconclusive.
COc1ccc(C(=O)NC2CCN(c3cc(-c4ccc(Cl)cc4)[nH]n3)CC2)c(C)c1 was read as NIH3T3 tox inconclusive, IP6K1 inh -1.9, SNCA expr inh 17.2%, GPT2 inh 2.7%, HEK cytotox inconclusive, FLuc inh 7.9% and SNCA viab count 10.2%.
O=C(CCCc1ccccc1)N1CCC(C2CCNC2)CC1 (stereo not given) was read as NIH3T3 tox 0.8%, IP6K1 inh -0.7, SNCA expr inh 120.4%[activator], GPT2 inh inactive, HEK cytotox -19.1%, FLuc inh 35.5µM* and SNCA viab count -8.6%[12.5 µM].
O=C(NCc1cccs1)C1(c2ccc(Cl)cc2)CCOCC1 was read as NIH3T3 tox -5.1%, IP6K1 inh 2.7, SNCA expr inh -10.1%, GPT2 inh -6.9%, HEK cytotox -14.8% and SNCA viab count -4.9%.
For CSc1ccc(CNC(=O)C2CCN(c3nnc(-n4cccc4CNc4ccc(C)cc4)s3)CC2)cc1 the results were IP6K1 inh -5.1, SNCA expr inh -8.3% and SNCA viab count 9.7%.
For C=CC(=O)N1CCN(C(=O)c2cc(-c3cc(Cl)ccc3Cl)c(Cl)cc2OC)CC1 the results were IP6K1 inh -13.3, GPT2 inh inactive and SNCA viab count inconclusive.
`Cc1cnc(-c2cccnc2)n1C1CCN(S(=O)(=O)c2cccc(F)c2)CC1` gave NIH3T3 tox -7.2%, IP6K1 inh -1.2, SNCA expr inh 6.9%, GPT2 inh 3.9%, HEK cytotox -7.5%, FLuc inh 8.6% and SNCA viab count 2.5%.
`O=C(c1ccccc1Cl)N1CCC(C(=O)N2CCCC(c3nc4ncccc4[nH]3)C2)CC1` (stereo not given) gave NIH3T3 tox -12.6%, IP6K1 inh 1.2, SNCA expr inh -7.5%, GPT2 inh inactive, HEK cytotox -2.2% and SNCA viab count 1.9%.
For CNc1nc2c(c(C(=O)N3CCCC3)n1)CN(C(=O)C1CC(C(C)C)=NO1)CC2 (stereo not given) the results were NIH3T3 tox -1.5%, IP6K1 inh -13.8, SNCA expr inh -15.0%, GPT2 inh -0.1%[11.5 µM], HEK cytotox -0.5%, FLuc inh -0.5% and SNCA viab count -22.3%.
`CCCC(=O)N1Cc2ccccc2CC2(CCCN(C)C2)C1` (stereo not given) gave NIH3T3 tox inconclusive, IP6K1 inh -0.3, SNCA expr inh 2.5%, GPT2 inh inactive, HEK cytotox 89.1µM* and SNCA viab count -6.1%.
O=C(C1CCCN(Cc2cccc(-c3cccs3)c2)C1)N1CCC(c2ccccc2)CC1 (stereo not given) was read as NIH3T3 tox 39.8µM*, IP6K1 inh 23.6 and HEK cytotox 44.7µM*.
`Cc1ccc(-c2cc(N)n(Cc3cccc(Cl)c3)n2)cc1` gave IP6K1 inh -12.7, SNCA expr inh inconclusive and SNCA viab count -8.3%.
Screening COc1ccc(CN2CCN(Cc3cc(=O)oc4cc(C)ccc34)CC2)c(OC)c1OC returned IP6K1 inh -1.6, SNCA expr inh -15.8% and SNCA viab count -17.4%.
`O=C(C[C@@H]1CC=CCCC(=O)O[C@H](c2ccccc2)CNC1=O)NCc1ccc(Cl)cc1` gave SNCA expr inh -18.6%, GPT2 inh inconclusive and SNCA viab count 2.1%.
Screening CNC(=O)c1cc(C2CC2)nc2onc(C3CCN(C(=O)c4cccc(C(F)(F)F)c4)CC3)c12 returned NIH3T3 tox inconclusive, IP6K1 inh -12.8 and HEK cytotox inconclusive.
Screening COc1ccccc1CC(=O)NCC1CCN(c2cnn(C)c(=O)c2)C1 (stereo not given) returned NIH3T3 tox 3.4%, IP6K1 inh 39.5, SNCA expr inh 11.3%, GPT2 inh -5.3%[11.5 µM], HEK cytotox inactive, FLuc inh 4.1% and SNCA viab count -2.8%.
For CCOc1ccc(NS(=O)(=O)c2cc3c(cc2Cl)NC(=O)CO3)cc1 the results were IP6K1 inh 10.8, SNCA expr inh -13.0% and SNCA viab count 5.2%.
Screening CCCN1CCN(CCCNC(=O)Cn2nc(C)n3c(cc4c(OC)cccc43)c2=O)CC1 returned IP6K1 inh -3.3, SNCA expr inh -3.6% and SNCA viab count -6.4%.
For O=C(NC1C[C@H]2CC[C@@H](C1)N2C(=O)Cc1cccc(Cl)c1)c1ccncc1 (stereo not given in full) the results were NIH3T3 tox -33.9%, IP6K1 inh 26.3, SNCA expr inh -15.3%, GPT2 inh 1.5%, HEK cytotox -26.5%, FLuc inh -11.0% and SNCA viab count 7.5%.
Screening Cc1ccc(C(=O)N2CC3(Cc4ccccc4NC3=O)C2)cc1 returned NIH3T3 tox -25.0%, IP6K1 inh 0.4, SNCA expr inh 16.8%, GPT2 inh 1.5%, HEK cytotox inconclusive and SNCA viab count -10.8%.
Screening COc1ccc(-c2noc(-c3nc(Cc4ccc(F)cc4)no3)n2)cc1 returned NIH3T3 tox inactive, IP6K1 inh 5.4, SNCA expr inh 1.5%, GPT2 inh inactive, HEK cytotox 4.8%, FLuc inh -4.7% and SNCA viab count 11.9%.
COC[C@@H]1CN(c2ncccn2)C[C@H]1C(=O)NCCn1cccn1 was read as NIH3T3 tox -11.3%, IP6K1 inh 9.1, SNCA expr inh -13.0%, GPT2 inh inconclusive, HEK cytotox -19.6%, FLuc inh -14.1% and SNCA viab count -48.5%.
`COc1cccc(CN2C(=O)C3(SCC(=O)N3c3cc(C)cc(C)c3)c3ccccc32)c1` (stereo not given) gave IP6K1 inh 1.0, SNCA expr inh inconclusive and SNCA viab count -25.4%.

For convenience, some entries already given:
For C=CC(=O)N1CCN(C(=O)c2cc(-c3cc(Cl)ccc3Cl)c(Cl)cc2OC)CC1 the results were IP6K1 inh -13.3, GPT2 inh inactive and SNCA viab count inconclusive.
`Cc1cnc(-c2cccnc2)n1C1CCN(S(=O)(=O)c2cccc(F)c2)CC1` gave NIH3T3 tox -7.2%, IP6K1 inh -1.2, SNCA expr inh 6.9%, GPT2 inh 3.9%, HEK cytotox -7.5%, FLuc inh 8.6% and SNCA viab count 2.5%.
`O=C(c1ccccc1Cl)N1CCC(C(=O)N2CCCC(c3nc4ncccc4[nH]3)C2)CC1` (stereo not given) gave NIH3T3 tox -12.6%, IP6K1 inh 1.2, SNCA expr inh -7.5%, GPT2 inh inactive, HEK cytotox -2.2% and SNCA viab count 1.9%.
For CNc1nc2c(c(C(=O)N3CCCC3)n1)CN(C(=O)C1CC(C(C)C)=NO1)CC2 (stereo not given) the results were NIH3T3 tox -1.5%, IP6K1 inh -13.8, SNCA expr inh -15.0%, GPT2 inh -0.1%[11.5 µM], HEK cytotox -0.5%, FLuc inh -0.5% and SNCA viab count -22.3%.

Not all compounds are listed. The share of hits here may be higher or lower than overall.
